Lipid droplet = inhibitors of hepatocyte lipid droplet formation, primary screen, imaging, high-throughput imaging, BODIPY stain | AML12 mouse hepatocytes, oleate lipid droplets | inhibition, % at 6.5 µM | 0.4% of 240,000 active;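 active = lipid droplet intensity inhibited by at least 50%, with more than 500 cells counted; inconclusive = wells with under 300 cells, treated as cytotoxic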
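Assay system: AML12 mouse liver cells | Compound dosing: One dose, 6.5 µM compound | Read-out basis: Droplet intensity reduction, % inhibition | Measured by: Fluorescence imaging, 20x objective, two fields per well | Schedule: Overnight treatment with compound plus oleate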
MT stabilizer = microtubule stabilizers in HeLa cells, primary screen, imaging, high-content imaging. HeLa tubulin immunostaining HCS, 24 h; share of cells brighter than vehicle mean+2SD. % tubulin-high responders, % at 10 µM. 0.83% of 200,000 active;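 active = plate Z-score above 3 for both tubulin-high and condensed-nucleus cell shares, with cell loss under 80%, at 10 µM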;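 note: anti alpha tubulin signal scored within the nucleus-defined area of each cell; some results filed as inactive read as strong as hits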
Ins promoter up = insulin promoter activators in MIN6 cells, imaging, high-content screening, mouse beta cells; MIN6 insulin promoter-GFP reporter; stronger effect = higher value; z-score at 5 µM; 0.3% of 190,000 active;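 active = z-score above 3 at 5 µM with at least 500 cells counted in the well; inconclusive = wells under 500 cells, flagged as cytotoxic or low count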
T cell HTS = modulators of CD8 T cell-vesicle binding, primary screen, mouse 2C CD8+ T cells, flow cytometry. 2C CD8+ T cell-vesicle binding; stronger effect = lower value. 0.068% of 330,000 active. calls only at 7 µM. AID 2052, 2009;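 active = response, share of CD8 T cells binding vesicles, and their 90th percentile fluorescence all below set limits, cut at about 80% in these data, passing the limit was not always enough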
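Test system: purified 2C TCR transgenic mouse naive CD8+ T cells. Probe or stimulus: QL9-peptide-loaded Drosophila micro-vesicles bearing Ld, ICAM-1 and B7-1. Incubation: binding step 1.5 h, 37 °C, antibody labelling 20 min, ice. Measured by: flow cytometry of vesicle-bound cells.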
Myeloid diff MLP = induction of myeloid progenitor differentiation, primary screen, cell-based, flow cytometry, MLPCN library | 1% of 360,000 active | ER-HoxA9 myeloid progenitors, lysozyme-GFP differentiation | AID 624256, 2012 | calls only at 10 µM;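 active = normalized GFP-positive differentiation at or above the plate's own cutoff, the solvent-only control mean plus 3 SD; inconclusive = no clear call, values can overlap the other calls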;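 note: cells exposed to compound for four days before flow analysis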
b-catenin transl = modulators of beta-catenin nuclear translocation, primary screen, imaging, HeLa cells, immunofluorescence, high-content; nuclear translocation activity, % at 5 µM; 0.3% of 190,000 active; AID 1665, 2009;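 active = nuclear translocation activity above 50% at 5 µM, with a well cell count of 50 or more; inconclusive = wells under 50 cells across six images, flagged as toxic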;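 note: per-cell ratio of nuclear to cytoplasmic median beta-catenin stain intensity; plate controls were DMSO negative control for no effect and GSK-3 inhibitor IX positive control for full effect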
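Test system: HeLa cells, endogenous beta-catenin; Compound: single 5 µM dose plus 0.02–20 µM confirmation series; Times: compound exposure 24 h at 37°C; Signal: fluorescence imaging of beta-catenin antibody stain plus DAPI; Read-out: % activation, nuclear-to-cytoplasmic median beta-catenin signal ratio per cell.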
West Nile virus CPE = West Nile virus antiviral activity, cell-based, CPE readout (AID 1621); West Nile virus-infected cells, CPE inhibition; higher % means a stronger effect; 0.02% of 290,000 active; CPE inhibition, % at 10 µM; hits with a dose series show IC50 in µM; in the data active = a potency from the dose series; inconclusive = CPE inhibition mostly from about 3.7% at the one dose, without a potency; inactive = the rest, 99 in 100 with CPE inhibition below about 2.2%; note: strong numbers were not always called active
WT yeast gro inh = growth inhibition of WT strain, primary screen, mitochondrial fusion inhibitor project, WT and mutant strains, chemical genetic | AID 1362, 2008 | mitochondrial fusion phenotypic screen | inhibition, % at 10 µM | 2.1% of 190,000 active; in the data active = inhibition above about 58%; tested in S. cerevisiae
Autophagy HCS = autophagy modulators in MEF cells, primary screen, imaging, high-content, MEF GFP-LC3; 0.98% of 190,000 active; calls only at 10 µM (by protocol); MEF GFP-LC3 puncta imaging; test concentration mostly 10 µM; AID 463193, 2010;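 active = percentage of spot-positive cells more than 3 SD above its plate mean, without a fluorescence outlier flag or 80% toxicity; inconclusive = no clear call, values can overlap the other calls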;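 note: spot-positive cell cutoff set from DMSO-treated cells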
WT yeast gro inh mutant strain = recorded beside WT yeast gro inh, whose call it bears; inhibition, %; mitochondrial fusion phenotypic screen, mutant strain inhibition
Ins promoter up cell count = also measured in Ins promoter up; calls as there; cell count; measured here: cytotoxicity, nuclei count;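 total cells summed across four imaged fields per well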
Lipid droplet cells 6.5 µM = further read-out of Lipid droplet, marked with its call; cell count; measured here: cell count, cytotoxicity flag;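 cells counted across two imaged fields per well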
b-catenin transl cell count 5 µM = recorded beside b-catenin transl, whose call it bears; cell count; measured here: cell count, cytotoxicity flag
T cell HTS vesicle-bound % = second read-out of T cell HTS, no call of its own (marks repeat the call); double positive events, %; measured here: CD8+ vesicle-bound cell fraction;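 binding gate set so that unloaded-vesicle control wells show 10% double positive cells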
MT stabilizer Hoechst-high % = recorded beside MT stabilizer, whose call it bears; % Hoechst-high responders; measured here: nuclear condensation Hoechst responders;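 share of cells brighter than vehicle mean plus two SD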
MT stabilizer cytotoxicity % = second read-out of MT stabilizer, no call of its own (marks repeat the call); toxicity, %; measured here: cytotoxicity by cell density;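 0% = mean cell density of plate MIN control wells and 100% = no cells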
Autophagy HCS cell loss 18 h = recorded beside Autophagy HCS, whose call it bears; toxicity, %; measured here: cell loss, nuclei count;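 cell loss after 18 h compound exposure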
Myeloid diff MLP GFP+ MAC1+ % = also measured in Myeloid diff MLP; calls as there; GFP+ MAC1+ double positive, %; measured here: differentiation confirmed by MAC1 staining
An asterisk follows results filed as active; i = inactive; u = inconclusive; x = no result given. No enrichment for hits (roughly 3.9% active in at least one column).

SMILES	Lipid droplet	Lipid droplet cells 6.5 µM	MT stabilizer	MT stabilizer Hoechst-high %	MT stabilizer cytotoxicity %	Ins promoter up	Ins promoter up cell count	T cell HTS	T cell HTS vesicle-bound %	Myeloid diff MLP	Myeloid diff MLP GFP+ MAC1+ %	b-catenin transl	b-catenin transl cell count 5 µM	West Nile virus CPE	WT yeast gro inh	WT yeast gro inh mutant strain	Autophagy HCS	Autophagy HCS cell loss 18 h
Cc1ccc(NC(=O)C/C(N)=N/OC(=O)c2ccccc2)cc1	-18	710	4.1	1.7	5.2	0.64	1219	i	32	i	0.0	-0.7	1069	-0.1%	-14	5	i	2
CCN=c1scc(-c2ccc3c(c2)NC(=O)CO3)n1N=C1CCCC1	x	x	1.2	0.9	2.4	u	x	i	56	u	0.6	1.6	1196	0.3%	3	8	i	5
CCOC1=NS(=O)(=O)c2ccccc21	17	654	4.0	2.8	12	-0.12	1614	i	42	i	0.3	-1.4	1099	0.1%	0	4	i	-10
COc1ccc(CCNC(=O)c2ccco2)cc1OC	-7	772	4.8	1.2	4.6	x	x	i	14	i	1.7	1.1	900	0.9%	-8	1	i	-26
O=C1c2ccc(-c3ccc4c(c3)C(=O)N(CCCO)C4=O)cc2C(=O)N1CCCO	-24	683	x	x	x	-0.26	885	i	46	i	0.6	0.7	1258	0.4%	x	x	x	x
CCN(Cc1ccccc1)C(c1cccs1)c1nnnn1C1CCCCC1 (stereo unspecified)	-10	783	3.7	2.3	4.3	-3	795	i	29	x	x	-7.0	1198	-0.7%	75*	14*	i	3
COc1ccccc1N1CCN(C(=O)c2cc(-c3cccc(Cl)c3)on2)CC1	x	x	2.7	1.5	11	-0.77	958	i	50	i	4.0	-1.0	841	-0.2%	35	-10	i	0
CCn1c(SCC(=O)Nc2ccc(C(C)=O)cc2)nnc1C1CC1	-2	790	x	x	x	x	x	i	28	i	1.7	x	x	0.2%	x	x	x	x
CC1CN(C(=O)N2CCCCC2)CCN1C(=O)N1CCCCC1 (stereo unspecified)	-9	626	2.0	2.9	13	-0.55	1416	i	28	i	0.4	1.5	956	-0.3%	-24	15	i	11
CC(Sc1nnc2ccccn12)C(=O)Nc1ncc(Cl)cc1Cl (stereo unspecified)	x	x	3.2	2.2	8.6	0.09	1337	i	31	i	2.2	-1.6	905	x	-17	-21	i	-7
Cc1noc(C)c1CSc1nnc(-c2ccccc2F)n1CCc1ccccc1	x	x	6.3	2.1	15	x	x	i	48	i	1.1	x	x	-0.5%	-4	-14	i	53
CCOC(=O)C1CCN(C(=O)C(=O)c2cn(CC(=O)N3CCCCCC3)c3ccccc23)CC1	9	875	x	x	x	x	x	i	12	u	x	x	x	-0.3%	x	x	x	x
NNS(=O)(=O)c1ccc(Sc2ccccn2)c([N+](=O)[O-])c1	-7	724	x	x	x	0.06	1361	i	15	i	0.7	-2.2	1163	0.0%	x	x	x	x
C=C(C)Cn1c(-c2ccc(OC)cc2)nc2ccccc21	x	x	4.7	1.1	9.4	x	x	i	44	i	0.4	-7.6	1148	-0.2%	2	-10	i	1
CCOC(=O)c1nc2sc3c(c2c(=O)n1C(C)C(=O)OCC)CCCC3 (stereo unspecified)	2	638	1.1	1.3	8.6	-0.61	1546	i	22	i	1.1	-5.6	1108	-0.5%	-7	3	i	-11
COc1ccccc1CNC(=O)CCC(=O)n1ncc2cc(C)ccc21	1	766	x	x	x	x	x	i	26	i	1.9	x	x	-0.1%	x	x	x	x
COc1ccc(-c2noc(N3CCCC(C(=O)Nc4ccc(F)cc4F)C3)n2)cc1 (stereo unspecified)	-1	736	x	x	x	x	x	i	24	i	2.9	x	x	-0.6%	x	x	x	x
COc1ccc(Cl)cc1S(=O)(=O)N1CCN=C1c1ccccc1	23	768	x	x	x	x	x	i	20	i	9.0	x	x	-0.3%	x	x	x	x
O=C(COc1ccccc1Cl)Nc1ccc(Cl)cn1	x	x	4.1	3.2	5.4	1.1	1183	i	15	i	0.8	-4.4	915	0.0%	4	4	i	-15
COC(=O)CSc1snnc1-c1ccc(Cl)c(Cl)c1	x	x	2.5	1.7	5.8	0.63	1619	i	38	i	0.8	-3.5	1033	0.5%	2	13	i	23
CC(C)c1ccc(S(=O)(=O)N2CCN(C(=O)c3cccc(F)c3)CC2)cc1	-12	702	2.1	1.4	3.6	-1.5	1185	i	25	i	0.5	x	x	-0.7%	22	18	i	-2
CC(C)NC(=O)Cn1cnc2c(cnn2-c2ccc(F)cc2)c1=O	2	831	x	x	x	x	x	i	50	i	0.2	x	x	-1.1%	x	x	x	x
COc1cccc(CNc2nn[nH]n2)c1OC	-2	542	2.9	1.5	3.8	0.39	1838	i	10	i	0.3	0.2	1095	0.3%	-12	-3	i	-7
CCOC(=O)N1CCN(C(=O)c2ccc3nc4cc(Cl)ccc4c(=O)n3c2)CC1	x	x	3.9	2.7	7.2	x	x	i	38	i	4.3	x	x	-0.1%	x	x	i	-6
COc1ccc(C2=NNC(c3ccco3)=Nc3ccc(F)cc32)cc1	2	697	2.5	1.1	6.6	-0.78	1480	i	37	i	0.4	-0.6	1514	0.1%	14	-14	i	-9
(list continues)
SMILES	Lipid droplet	Lipid droplet cells 6.5 µM	MT stabilizer	MT stabilizer Hoechst-high %	MT stabilizer cytotoxicity %	Ins promoter up	Ins promoter up cell count	T cell HTS	T cell HTS vesicle-bound %	Myeloid diff MLP	Myeloid diff MLP GFP+ MAC1+ %	b-catenin transl	b-catenin transl cell count 5 µM	West Nile virus CPE	WT yeast gro inh	WT yeast gro inh mutant strain	Autophagy HCS	Autophagy HCS cell loss 18 h
COc1ccc(/C=C2\CCc3ccccc3C2=O)cc1Cn1nc(C)cc1C	-8	738	3.0	3.9	2.5	x	x	i	47	i	0.9	-10	1183	-1.6%	80*	69*	i	9
COC(=O)c1cc(Cl)c(NC(=O)/C=C/c2ccc(OC)c(OC)c2)cc1OC	6	615	i	x	100	0.51	1788	x	x	i	6.3	x	x	0.7%	-6	-9	i	-26
Cc1ccc(N2C(=O)c3ccc(N)cc3C2=O)cc1	x	x	2.7	2.7	3.0	-0.29	1183	i	11	i	0.4	0.6	1166	0.0%	17	28	i	0
Cc1ccc(F)cc1NC(=O)c1cccc2nccnc12	-6	583	1.1	1.6	3.3	-0.18	1612	i	27	i	5.6	2.0	792	1.6%	0	18	i	-1
CCOC(=O)N1CCN(C(=O)COC(=O)c2oc3ccc(OC)cc3c2C)CC1	-12	824	x	x	x	x	x	i	59	i	1.6	x	x	0.4%	x	x	x	x
Cc1ccc(OCC(=O)NC(=S)Nc2ccc(Br)c(C)n2)cc1	x	x	2.6	1.7	10	0.48	1592	i	9	i	6.9	-1.0	746	-0.3%	0	18	i	-27
CC1CCCC(NC(=O)CCCn2c(=S)[nH]c3ccccc3c2=O)C1C (stereo unspecified)	-3	732	1.9	1.8	5.6	-1.4	1090	i	15	i	0.8	-0.7	1085	-1.0%	12	9	i	-35
CCOC(=O)C1CCN(C(=O)CN2C(=O)CSc3ccc(S(=O)(=O)N4CCOCC4)cc32)CC1	-4	708	x	x	x	x	x	i	32	i	2.3	x	x	0.0%	x	x	x	x
CCC(=O)Nc1ccc(S(=O)(=O)Nc2ccc(Cl)nn2)cc1	-16	643	1.4	1.5	5.4	0.33	1268	i	62	i	0.0	-0.3	936	1.1%	-8	-3	i	0
Cc1ccc(NC(=O)C[n+]2cc(-c3ccc(C)cc3)n3c2CCC3)cc1	-4	707	x	x	x	0.06	1311	i	4	i	0.5	-2.2	1195	0.8%	x	x	x	x
Cc1cccc(NC(=S)N/N=C2\CC(C)(C)Oc3ccc(O)cc32)c1	-10	568	3.5	3.8	9.9	0.12	1238	i	62	i	0.1	-1.5	1085	-0.2%	1	1	i	9
Cc1ccc(CNC(=O)Cn2c([N+](=O)[O-])cnc2C)cc1	4	637	1.4	1.9	7.9	-0.18	1763	i	23	i	0.8	0.6	1046	-0.2%	-6	-15	i	2

Quoted at random: two records from the list.
SMILES	Lipid droplet	Lipid droplet cells 6.5 µM	MT stabilizer	MT stabilizer Hoechst-high %	MT stabilizer cytotoxicity %	Ins promoter up	Ins promoter up cell count	T cell HTS	T cell HTS vesicle-bound %	Myeloid diff MLP	Myeloid diff MLP GFP+ MAC1+ %	b-catenin transl	b-catenin transl cell count 5 µM	West Nile virus CPE	WT yeast gro inh	WT yeast gro inh mutant strain	Autophagy HCS	Autophagy HCS cell loss 18 h
Cc1cccc(NC(=S)N/N=C2\CC(C)(C)Oc3ccc(O)cc32)c1	-10	568	3.5	3.8	9.9	0.12	1238	i	62	i	0.1	-1.5	1085	-0.2%	1	1	i	9
Cc1ccc(NC(=O)C[n+]2cc(-c3ccc(C)cc3)n3c2CCC3)cc1	-4	707	x	x	x	0.06	1311	i	4	i	0.5	-2.2	1195	0.8%	x	x	x	x
